Screening results: PubChem, National Center for Advancing Translational Sciences (NCATS)
SNCA expr inh = inhibitors of alpha-synuclein (SNCA) gene expression; HEK-293 SNCA-luciferase knock-in, luminescence, 24 h; Potency, µM (titrated, usually from 57.2 µM), for inactives: at the highest dose activity change, negative = inhibition, actives largely listed as inhibitors; 140,000 tested, 0.17% active;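 also: potency is read from the fitted curve at half-maximal effect; plate controls were DMSO cells for no effect and cell-free wells for full effect; nearly all actives have a fitted effect of over 45% in size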
HEK293 viab = cell viability loss counter-screen; Potency, µM (top dose mostly 57.1 µM), for inactives: at the highest dose activity change, negative = cytotoxicity, usual class: cytotoxic; HEK-293-SNCA-luc viability, GF-AFC fluorescence, 24 h; 150,000 tested, 0.12% active;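 also: potency is read from the fitted curve at half-maximal effect; 0% = DMSO-treated cells and -100% = medium-only wells without cells; nearly all actives have a fitted effect of over 30% in size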
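HEK-293-SNCA-luc cells (1500/well) plated 24 h, then exposed 24 h to a dilution series; GF-AFC added 30 min at 37C, fluorescence 405/540 nm; normalised to medium-only and DMSO wells, Hill fit.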
HEK293 tox = HEK 293 cell cytotoxicity; HEK 293 viability, ATP luminescence (CellTiter-Glo), 48-72 h; Potency, µM (titrated, usually from 115 µM), for inactives: at the top dose activity change, negative = cytotoxicity, most hits filed as inhibitors; 94,000 tested, 6.6% active; AID 1345083; also: potency is read from the fitted curve at half-maximal effect; nearly all actives have a fitted effect of over 60% in size
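CellTiter-Glo luminescence (cellular ATP) was read after 48 or 72 hr of compound exposure at 37 degree Celsius. Cells were HEK 293 plated at 250 cells/well.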
3T3 cytotox = kills NIH 3T3 cells; NIH 3T3 viability, CellTiter-Glo ATP luminescence, 48-72 h; Potency, µM (titrated, usually from 96.7 µM), for inactives: at the top dose activity change, negative = cytotoxicity, most hits filed as inhibitors; 94,000 tested, 4.3% active; also: potency is read from the fitted curve at half-maximal effect; nearly all actives have a fitted effect of over 55% in size
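Cytotoxicity is measured as loss of cellular ATP: NIH 3T3 cells (400/well) are exposed to compound for 48 or 72 hr at 37 °C, then CellTiter-Glo luminescence is imaged after 10 min at room temperature.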
GPT2 inh = GPT2 alanine aminotransferase inhibition | Q8TD30 | Recombinant GPT2, coupled pyruvate oxidase/HRP Amplex Red fluorescence | Potency, µM (doses to about 57.7 µM), for the others: at the highest dose activity change, negative = inhibition, hits mostly inhibitors | 100,000 tested, 0.25% active | AID 1671188; also: potency is read from the fitted curve at half-maximal effect; nearly all actives have a fitted effect of over 60% in size; many of its hits are not listed in these tables
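Fluorescence of coupled pyruvate oxidase/HRP/Amplex Red system (50uM Amplex, 30 min, dark) reports pyruvate formed by GPT2. Enzyme reaction: 10ng/uL GPT2, 2mM L-alanine, 250uM a-KG, 30 min room temperature, pH 7.5; 50uM AOA control.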
FLuc inh = Photinus pyralis luciferase inhibition; P08659; purified P. pyralis luciferase, luminescence, biochemical; Potency, µM (top dose mostly 115 µM), for inactives: at the highest dose activity change, negative = inhibition, most hits filed as inhibitors; 76,000 tested, 2.5% active; also: potency is read from the fitted curve at half-maximal effect; nearly all actives have a fitted effect of over 65% in size
Target sequence (P08659 whole entry, looked up): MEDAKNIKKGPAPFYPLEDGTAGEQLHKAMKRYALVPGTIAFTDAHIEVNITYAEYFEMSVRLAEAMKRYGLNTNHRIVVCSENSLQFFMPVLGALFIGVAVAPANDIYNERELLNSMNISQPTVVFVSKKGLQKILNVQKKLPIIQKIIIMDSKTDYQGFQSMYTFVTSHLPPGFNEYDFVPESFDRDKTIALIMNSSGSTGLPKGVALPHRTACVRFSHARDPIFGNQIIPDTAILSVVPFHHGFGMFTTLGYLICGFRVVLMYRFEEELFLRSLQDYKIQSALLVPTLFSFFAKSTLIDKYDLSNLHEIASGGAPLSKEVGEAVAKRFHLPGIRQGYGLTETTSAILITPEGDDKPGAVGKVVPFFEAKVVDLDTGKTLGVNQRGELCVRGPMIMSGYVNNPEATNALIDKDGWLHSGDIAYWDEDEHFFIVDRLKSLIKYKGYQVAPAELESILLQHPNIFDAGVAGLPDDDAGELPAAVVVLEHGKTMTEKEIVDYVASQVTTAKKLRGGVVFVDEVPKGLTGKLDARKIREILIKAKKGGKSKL
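Luminescence read by CCD imaging after purified firefly luciferase (10nM final) was added to substrate buffer holding 10uM D-luciferin and 10uM ATP, pH 7.5, pre-dosed with compound.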
IP6K1 inh = inhibitors of human IP6K1; Q92551; IP6K1 kinase, ADP-Glo luminescence, 2 h; hits give low values; activity change, % (series mostly up to about 58 µM); 140,000 tested, 0.81% active; AID 1645851; in the data active = activity change below about -25%
Target sequence (Q92551 whole entry, looked up): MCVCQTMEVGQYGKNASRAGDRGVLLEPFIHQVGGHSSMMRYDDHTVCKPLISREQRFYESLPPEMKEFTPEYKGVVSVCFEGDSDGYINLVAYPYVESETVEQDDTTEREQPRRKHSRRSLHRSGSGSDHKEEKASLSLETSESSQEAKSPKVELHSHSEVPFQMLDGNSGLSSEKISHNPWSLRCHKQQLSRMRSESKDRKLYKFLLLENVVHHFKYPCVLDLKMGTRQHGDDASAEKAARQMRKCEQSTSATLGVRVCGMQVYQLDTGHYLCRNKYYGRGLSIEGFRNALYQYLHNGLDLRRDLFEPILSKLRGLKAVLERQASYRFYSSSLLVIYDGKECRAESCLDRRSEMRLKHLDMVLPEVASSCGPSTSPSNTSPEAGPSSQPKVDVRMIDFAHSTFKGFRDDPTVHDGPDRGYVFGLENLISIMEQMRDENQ
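ADP-Glo luminescence measures ADP made by human IP6K1 during a 2 h RT reaction with ATP/IP6 (mix at 1.3 mM/130 uM); top library doses 57.5 and 19.1 uM final.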
* hit, by the source's call; i = inactive; ? = inconclusive; . = no result given; [ ] = dose if it differs, or a comment. Unless noted, calls follow the shape of the dose curve; as a rule, active = well fitted curve in the direction sought with a large enough effect; inconclusive = small, poorly fitted or top-dose-only effect, or another doubt; inactive = no such curve, though single readings can be large; an effect the other way counts as inactive or inconclusive. Unless noted, % is scaled to controls: 0 for no effect and ±100 for the full control effect.

SMILES	SNCA expr inh	HEK293 viab	HEK293 tox	3T3 cytotox	GPT2 inh	FLuc inh	IP6K1 inh
O=C(Nc1cccn2nc(C3CCC3)nc12)c1ccc(F)cc1Cl	54%[activator]	-4%	?	?	4%	2%	19
COc1ccc(-c2noc([C@@H]3C[C@H](NS(=O)(=O)c4ccc(OC)cc4)CN3C)n2)cc1	80%[activator]	-17%	40µM*	?	-7%	22µM*	-8
COc1ccc(-n2nc3n(c2=O)CCN(Cc2ccc(C(F)(F)F)cc2)C3)cc1	3%	3%	?	?	-9%	.	-9
O=C(CCNS(=O)(=O)c1ccc2c(c1)CCN2C(=O)C1CC1)N1CCN(c2ccccc2F)CC1	2%	-1%	.	.	.	.	5
Cc1ccc(COC(=O)c2[nH]c3c(c2C)C(=O)CC(c2ccc(N(C)C)cc2)C3)cc1 (centres undefined)	4%	15%	.	.	.	.	2
COc1cc(OC)c(NC(=O)Nc2cccc(OCc3cc(=O)n4ccccc4n3)c2)cc1Cl	8%	6%	.	.	.	.	-7
N#Cc1ccc(-n2nc(C3CCOCC3)nc2C2(C(N)=O)CC2)cc1	?	9%	-1%	i	-2%	-6%	3
COCC(=O)N1CCC2(CC1)Cc1ccccc1NC2=O	7%[87.6 µM]	2%[87.6 µM]	1%[172 µM]	-17%[138 µM]	i	-4%[172 µM]	11
C=CC(=O)N1CCN(C(=O)CNc2cc(I)c(Cl)cc2O)CC1	.	?	.	.	i	.	-8
NNc1nnc(NN)c2ccccc12	20%[25.6 µM]	-9%[23.9 µM]	.	.	-1%	.	6
COCCCNC(=O)CSc1nc(-c2ccc(OC)cc2)[nH]c1-c1ccc(OC)cc1	14%	-10%	.	.	.	.	-8
CCOc1cc(CNCCSc2nnnn2C)cc(Cl)c1OCc1ccc(Cl)cc1	-27%	?	.	.	.	.	22
Cc1ccccc1N(C)S(=O)(=O)c1nnc(NC(=O)C(C)C)s1	11%	-5%	.	.	.	.	-9
COCCOCC1(CNCC2CCCC2)C[C@@H](O)[C@@H](O)C1 (some centres undefined)	14%[87.6 µM]	0%[87.6 µM]	-8%[172 µM]	-5%[138 µM]	3%[88.5 µM]	8%[172 µM]	8
CCC(CC)N1CC(Oc2cccc(C(=O)NCC3CC3)c2)C1	-5%	-4%	-14%	-8%	i	0%	-3
COc1ccc(Cl)cc1NC(=O)CN(C)S(=O)(=O)c1ccc2c(c1)CCCN2C(C)=O	?	13%	.	.	.	.	44
Cc1ccccc1NC(=O)CCc1c(C)nc2c(c1C)c(=O)n(C)c(=O)n2C	14%	17%	.	.	.	.	-15
Cc1cccc(-c2cccc(CN3CCC(NC(=O)Nc4ccc(Cl)cc4)CC3)c2)c1	20µM*	?	6.3µM*	11µM*	-5%	.	-1
COCCNC(=O)C(NC(=O)C1CCCC1)C1CCN(C(=O)c2cccs2)CC1 (centres undefined)	4%	?	-3%	-8%	i	-8%	-3
O=C([C@@H]1C[C@H](Oc2ccccc2)CN1C(=O)c1ccncc1)N1CCCC1	10%	-4%	-10%	-7%	-18%	-3%	27
CCc1ccc(S(=O)(=O)N(C(=O)Oc2ccccc2)c2ccc3oc(C)c(C(=O)OC)c3c2)cc1	?	-11%	.	.	.	.	-10
COc1ccc(C2=NC(C)(C)N(CC(=O)Nc3ccc(F)c(F)c3)C2=O)cc1	?	-28%	.	.	.	.	17
O=C1NC(C(=O)N2CCc3ccccc3C2)Cn2cccc21 (centres undefined)	-3%	-5%	-10%	-9%	i	1%	3
O=C(NCC1CC1)C1CCCN(c2nc3ncccc3o2)C1 (centres undefined)	28%[87.6 µM]	9%[87.6 µM]	i	4%[138 µM]	-8%[88.5 µM]	0%[172 µM]	2
CN(Cc1ccccc1)Cc1cc(CC2(NCc3ccc(N(C)C)cc3)COC2)no1	16%[87.6 µM]	-24%[87.6 µM]	?	?	2%[88.5 µM]	1%[172 µM]	-6

Quoted from the listing.
Cc1ccccc1NC(=O)CCc1c(C)nc2c(c1C)c(=O)n(C)c(=O)n2C – HEK293 viab: 17%
COCCCNC(=O)CSc1nc(-c2ccc(OC)cc2)[nH]c1-c1ccc(OC)cc1 – HEK293 viab: -10%

More records follow.
SMILES	SNCA expr inh	HEK293 viab	HEK293 tox	3T3 cytotox	GPT2 inh	FLuc inh	IP6K1 inh
COc1cccc(-c2c(C(=O)NCc3ccc(F)c(F)c3)nc3sccn23)c1	-12%	-6%	?	?	3%	.	-14
CCc1ccccc1NS(=O)(=O)c1ccc(-c2coc(C)n2)cc1	-4%	11%	.	.	.	.	-5
COc1ccccc1-c1cc(C(=O)NC2CCC2)c2cnn(C)c2n1	.	.	?	?	.	.	-3
O=C(C1CCc2nnc(C3CCN([S+](=O)([O-])c4ccccc4)CC3)n21)N1CCOCC1 (centres undefined)	19%	-2%	i	i	3%	.	-3
Cc1ccc(CNc2ncnc3c2c(-c2ccccc2)cn3-c2ccccc2)cc1	-9%	11%	.	.	.	.	14
CC(C)(C)OC(=O)N1CCC(c2c(C(=O)NC3CCN(Cc4ccccc4)CC3)cnn2-c2ccc(F)cc2F)CC1	-1%	10%	.	.	.	.	15
COC(=O)C1=CN(Cc2cccc(Cl)c2)S(=O)(=O)N=C1C	-4%	-8%	?	?	4%	8%	-2
O=C(NC1CCN(c2cc(-c3ccc(F)cc3)[nH]n2)CC1)c1cc(F)ccc1Cl	-6%	3%	?	?	i	2%	30
Cc1nc(CNC(=O)c2cccc(S(=O)(=O)NCc3cnn(C)c3)c2)no1	9%	3%	i	i	1%	6%	-12
CCO[C@H]1CN(C(=O)CCn2c(C)cc(C)nc2=O)C[C@@H]1O	?	16%	-12%	-14%	3%[11.5 µM]	8%	-10
Cc1ccc(C)c(NC(=O)N2CCC(CN3CCOCC3)CC2)c1	6%	-4%	.	.	.	.	16
COc1ccc(-c2cc(N3CCCC(NC(=O)Cc4ccc(OC)c(OC)c4)C3)n[nH]2)cc1 (centres undefined)	5%	-8%	35µM*	?	?	?	0
Nc1nonc1-c1nc2ccccc2n1CC(=O)Nc1cccc(C(F)(F)F)c1	-16%	6%	.	.	.	.	45
CCCNC(=O)[C@@H]1Cc2c[nH]c3cccc(c23)[C@H](CC(C)C)N1	-37%[87.6 µM]	-14%[87.6 µM]	50µM*	?	4%[88.5 µM]	-5%[172 µM]	12
CC1CCC(C(=O)N(c2cc(C#CC(C)(C)C)sc2C(=O)O)C2CCC(O)CC2)CC1 (centres undefined)	2%	?	.	.	i	.	3
CCCn1cc(S(=O)(=O)N[C@@H]2COCC[C@@H]2OCC2CCC2)cn1	-18%	-3%	-5%	-14%	4%	4%	0
Cc1nn(C)c(C)c1CCCN(C)C(=O)C1N(C(C)C)C(=O)C12CCCC2 (centres undefined)	-25%	1%	-12%	i	-9%	-2%	1
N#Cc1cccc(C(=O)N2CCCC(c3nccn3Cc3ccccc3)C2)c1 (centres undefined)	-3%	-3%	-17%	-10%	-28%	0%	-11
CC(C)c1ccc(/C=C(\C#N)c2nc(-c3ccc(O)cc3)cs2)cc1	13%	2%	.	.	.	.	-8
CC(C)NC(=O)CCC1CCN(C(=O)c2ccccc2F)CC1	132%[activator]	7%	2%	i	-21%	40µM*	9
Cn1cc(CN2CCC(C(O)c3cccnc3)CC2)c(-c2ccc(C3CCCCC3)cc2)n1 (centres undefined)	11%	1%	79µM*	79µM*	i	-5%	4
O=C(c1ccccc1)N1CCCC(C(=O)N2CCC(c3nc4ccncc4[nH]3)CC2)C1 (centres undefined)	-2%	12%	-7%	-24%	i	.	-3
COCCC(=O)N1CCC(N2C(=O)C(OCC3CC3)C23CCOCC3)CC1 (centres undefined)	8%	7%	i	i	i	0%	-7
CCc1ccc(NC(=O)c2sc3nc(C)c(Cl)c(C)c3c2NC(=O)c2ccccc2)cc1	?	-5%	.	.	.	.	5
Cc1cc(NC(=O)Cn2cccc2-c2nc(-c3ccc4c(c3)OCO4)no2)n[nH]1	11%	-7%	?	-19%	i	-10%	25

In another format: four of the compounds above
Cc1nn(C)c(C)c1CCCN(C)C(=O)C1N(C(C)C)C(=O)C12CCCC2 (centres undefined)
  SNCA expr inh: -25%	HEK293 viab: 1%	HEK293 tox: -12%	3T3 cytotox: i	GPT2 inh: -9%	FLuc inh: -2%	IP6K1 inh: 1

N#Cc1cccc(C(=O)N2CCCC(c3nccn3Cc3ccccc3)C2)c1 (centres undefined)
  SNCA expr inh: -3%	HEK293 viab: -3%	HEK293 tox: -17%	3T3 cytotox: -10%	GPT2 inh: -28%	FLuc inh: 0%	IP6K1 inh: -11

CC(C)c1ccc(/C=C(\C#N)c2nc(-c3ccc(O)cc3)cs2)cc1
  SNCA expr inh: 13%	HEK293 viab: 2%	HEK293 tox: .	3T3 cytotox: .	GPT2 inh: .	FLuc inh: .	IP6K1 inh: -8

CC(C)NC(=O)CCC1CCN(C(=O)c2ccccc2F)CC1
  SNCA expr inh: 132%[activator]	HEK293 viab: 7%	HEK293 tox: 2%	3T3 cytotox: i	GPT2 inh: -21%	FLuc inh: 40µM*	IP6K1 inh: 9

(listing goes on)
SMILES	SNCA expr inh	HEK293 viab	HEK293 tox	3T3 cytotox	GPT2 inh	FLuc inh	IP6K1 inh
CCC(O)c1cc2n(n1)CCCN(CCn1c(=O)oc3ccccc31)C2 (centres undefined)	7%	0%	2%	-18%	-10%	5%	10
CCCC(C)C(=O)N1CCCN(C)c2ccccc21 (centres undefined)	-22%	3%	?	?	-16%	1%	-13
CCCn1c(CCC(=O)Nc2ccc(OCC)cc2)nc2cccnc21	-10%	-10%	.	.	.	.	15
COc1ccccc1-n1cc(C(=O)NCc2cc3n(n2)CCNC3)cn1	-18%	11%	?	-5%	1%	-5%	-7
Cc1ccc(NC(=O)CSc2nc3c(oc4ccccc43)c(=O)n2Cc2ccco2)cc1	-7%	0%	.	.	.	.	13
Cc1cc(=O)[nH]c2nnc(SCc3cccc(F)c3)n12	10%	0%	.	.	.	.	-9
COC1CCN(C(=O)Nc2ccccc2)CC(=O)N(C)c2ccccc21 (centres undefined)	.	.	-21%	?	.	.	-8
CCCN(CCC)C(=O)Cn1c(=O)n(-c2ccc(C)c(C)c2)c(=O)c2c3c(sc21)CCCCC3	0%	-11%	.	.	.	.	-22
CCOC(=O)C1(Cc2ccc(F)cc2F)CCCN(C(=O)Cn2nc(C)cc2C)C1 (centres undefined)	5%	0%	?	-28%	i	-22%	0
Cc1ccc(NC(=O)CSc2nc(-c3cccs3)nc3cc(=O)[nH]n23)cc1C	2%	7%	.	.	.	.	-3
CCOc1ccc(Cl)cc1CN(C)Cc1cc2n(n1)CCCNC2	-4%	-4%	-9%	-15%	-3%	-5%	2
Fc1ccccc1N1CCN(c2c3c(nc4nncn24)CCC3)CC1	54%[activator]	7%	.	.	.	.	2
O=C(CSc1nccn1Cc1ccc(F)cc1)NCc1ccco1	10%	-3%	.	.	.	.	-3
CC(=O)Nc1ccccc1OCc1cc(=O)n2c3c(sc2n1)CCCC3	3%	-4%	.	.	.	.	9
Cc1nnc(-c2cc(C(=O)Nc3cccnc3)ccn2)n1CCc1ccccc1	-11%[87.6 µM]	6%[87.6 µM]	-27%[172 µM]	?	i	2%[172 µM]	-4

An unsorted share of the library; about 7.8% have a hit in one of these screens.
